# Source: PubChem (The Scripps Research Institute Molecular Screening Center)
# OX1R antag-1 = human HCRTR1 antagonism. O43613. CHO/OX1R cells, Fluo-8 calcium fluorescence, orexin A. inhibition, % at 5 µM. 330,000 compounds, 0.43% hits. AID 434989;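 active means inhibition above its plate's threshold, mean inhibition of all tested compounds on the plate plus 3 SD, cut at about 37% in these data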;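 further: 0% = orexin A challenge wells and 100% = SB-334867-A antagonist wells; not every result past the cut was called active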
# Target sequence (O43613 whole entry, looked up): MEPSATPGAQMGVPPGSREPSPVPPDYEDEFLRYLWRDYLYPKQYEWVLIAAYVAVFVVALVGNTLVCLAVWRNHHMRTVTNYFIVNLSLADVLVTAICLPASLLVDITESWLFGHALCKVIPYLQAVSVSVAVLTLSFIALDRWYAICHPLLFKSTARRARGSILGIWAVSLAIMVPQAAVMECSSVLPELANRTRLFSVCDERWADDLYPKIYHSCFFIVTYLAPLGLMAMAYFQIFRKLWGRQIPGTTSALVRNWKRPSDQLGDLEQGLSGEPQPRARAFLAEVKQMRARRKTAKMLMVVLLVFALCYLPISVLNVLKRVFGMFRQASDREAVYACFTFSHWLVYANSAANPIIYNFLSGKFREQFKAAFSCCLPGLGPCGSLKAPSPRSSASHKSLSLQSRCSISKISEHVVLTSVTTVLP
# OX1R antag-2 = antagonists of human orexin 1 receptor (OX1R). O43613. 330,000 compounds, 1.8% hits. OX1R-expressing cells, FRET antagonist read-out. inhibition, % at 6.6 µM. AID 485270; in the data active means inhibition mostly above about 38%, no sharp cut-off; inactive means mostly below about 40%;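 further: 0% = agonist challenge alone and 100% = reference antagonist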
# The depositor's hits bear a star.
OX1R antag-1	OX1R antag-2	smiles
-15	7	CC1CCN(S(=O)(=O)c2ccc(NC(=O)CN3C(=O)NC(C)(c4ccccc4)C3=O)cc2)CC1 (configuration not stated)
-4	19	CC(=O)c1sc2nc(-c3cccs3)ccc2c1N
-11	19	Cc1ccc2nc3sc(C(=O)Nc4c(C)[nH]c(=O)[nH]c4=O)c(N)c3cc2c1
-3	-4	COc1ccccc1CN(C)C(=O)CN1C(=O)c2ccccc2C1=O
-22	20	CCCCOc1ncnc2c1[nH]c1ccc(OC)cc12
3	1	Cc1ccc(S(=O)(=O)N2CCCC2)cc1C(=O)Nc1ccc(-n2cnnn2)cc1
-15	6	Cn1cnnc1SC(C(=O)Nc1cccc(C(F)(F)F)c1)c1ccccc1 (configuration not stated)
-23	4	O=C(COc1ccc2c3c(c(=O)oc2c1)CCCC3)NCCN1CCOCC1
-18	7	Cc1ccc(-c2nn(CCC(=O)NCC3CCCO3)c(=O)c3ccccc23)cc1 (configuration not stated)
2	3	CCCn1c(=O)c2c(c3ccccc31)OCC(=O)N2
-43	3	CCOC(=O)c1sc(NC(=O)CN2C(=O)NC3(CCC(C)CC3)C2=O)c(C(=O)OCC)c1C (configuration not stated)
-6	17	COC(=O)Nc1nnc(SCc2ccc(C)cc2)s1
-24	8	Cc1ccc(N2CC(C(=O)N3CCc4ccccc43)CC2=O)cc1 (configuration not stated)
-5	18	COc1ccc([N+](=O)[O-])cc1NC(=O)c1cncc(Br)c1
-15	6	O=C(Nc1ccc(-c2ccco2)cc1)C1CCCN(Cc2ccc(CO)o2)C1 (configuration not stated)
0	5	Cc1ccc(S(=O)(=O)N2CCCC2C(=O)Nn2cnnc2)cc1 (configuration not stated)
-21	7	COc1ccc(N2CC(C(=O)NCc3ccccc3)CC2=O)cc1 (configuration not stated)
9	30	O=C(O)CC1S/C(=N/N=C/c2ccc(-c3ccccc3[N+](=O)[O-])o2)NC1=O (configuration not stated)
-9	16	COc1ccc(/C=C/C(=O)NC(=S)Nc2ccc(S(=O)(=O)Nc3nccnc3OC)cc2)cc1
-11	30	O=C(Cc1csc(-c2ccccc2)n1)NCc1ccco1
-16	11	Cc1cc(C)cc(NC(=S)N(CCN2CCCCC2)Cc2ccco2)c1
-20	4	CN(Cc1nccn1C)C(=O)CC1C(=O)NCCN1CC(c1ccccc1)c1ccccc1 (configuration not stated)
-10	10	C=CCn1c(N)cc(=O)nc1SCC(=O)Nc1ccccc1C(N)=O
-9	24	COc1ccccc1C(=O)Nc1ccc(S(=O)(=O)N2CCCCC2c2cccnc2)cc1 (configuration not stated)
-12	6	COCc1nnc(NS(=O)(=O)c2ccccc2)s1
-22	18	COc1ccc2c(C)cc(SCC(=O)Nc3ccc(Cl)cn3)nc2c1
-6	6	c1ccc(-c2csc3ncn4cnnc4c23)cc1
-31	11	COc1ccc(/C=N/N2CCN(c3ccccc3OC)CC2)cc1Br
-6	4	O=C(Cn1c(=O)oc2cccnc21)Nc1ccccc1Oc1ccc(Cl)cc1Cl
-30	17	COc1ccc(CN2CCN(C(=O)c3cc(-c4cccnc4)nc4ccc(Cl)cc34)CC2)c(OC)c1OC
-24	-8	O=C(O/N=C1\CCCc2ccccc21)c1cccs1
-6	12	S=c1[nH]nc(-c2ccccn2)n1/N=C/c1cccs1
-13	-1	CCOc1nc(Nc2ccccc2F)nc(OCC)n1
-28	38	CN(Cc1ccccc1)C(=O)c1cccc(NC(=O)c2ccco2)c1
-67	12	CC(=O)Nc1ccc(S(=O)(=O)Nc2ccccc2C(=O)N2CCCC2)cc1
-11	20	CN1CCN(S(=O)(=O)c2cccc(C(=O)Nc3nccs3)c2)CC1
-19	8	c1ccc(Sc2ncccn2)nc1
-3	16	CCSC1=C(C#N)C(=O)n2c1cc1c2CCCC1
-22	16	Cc1ccc(C)c(OCC(=O)Nc2ccc3c(c2)OCO3)c1C
7	9	Cc1ccc(NC(=O)c2ccccc2OCC(=O)Nc2ccccc2F)cc1S(=O)(=O)N(C)C
-9	5	O=C(Cc1ccccc1)N1CCC(c2nc3ccccc3[nH]2)CC1
-21	15	CCN(C(=O)CSc1nc2cc(S(=O)(=O)N(CC)CC)ccc2o1)C1CCS(=O)(=O)C1 (configuration not stated)
-12	3	CCN(C(=O)CCc1nnc2ccc(N3CCC4(CC3)OCCO4)nn12)c1ccccc1
-7	0	CSCc1ccc(C(=O)NCc2ccc(F)cc2)cc1
-22	10	O=C(c1ccc(C(F)(F)F)cc1)C1CCCN(C(=O)CCn2cncn2)C1 (configuration not stated)
-20	9	Cc1ccccc1CN1C(=O)c2ccccc2Sc2ccc(C(=O)NCCN3CCOCC3)cc21
-17	18	COC(=O)c1ccc(COn2nnc3ccccc32)cc1
-17	12	O=C1c2ccccc2S(=O)(=O)c2cc(N3CCN(C(=O)c4ccccc4)CC3)ccc21
-14	27	COc1ccc(OC)c(NC(=O)COC(=O)c2nc(Cl)ccc2Cl)c1
3	4	CC(=O)NCCC(=O)Nc1cc(F)ccc1C
-5	2	O=C(OCC(=O)c1ccc(Cl)s1)c1cnccn1
-4	0	CCCCN(C(=O)c1nn(C)c(=O)c2ccccc12)c1c(N)n(CC(C)C)c(=O)[nH]c1=O
-4	7	CC(C)(C)NC(=O)CSc1ccc(S(=O)(=O)N2CCOCC2)cn1
-22	25	O=C(O)C1C2CCC(O2)C1C(=O)Nc1ccc(Br)cc1F (configuration not stated)
-22	10	COC(=O)CC1COc2ccccc2N1C(=O)c1ccc(C(C)(C)C)cc1 (configuration not stated)
-12	10	COc1cc(NS(=O)(=O)c2cn(C)cn2)cc(OC)c1OC
-12	13	CCOC(=O)Cn1c(=O)oc2cc(S(=O)(=O)N3CCCC(C(=O)OCC)C3)ccc21 (configuration not stated)
-24	29	COc1ccc(S(=O)(=O)N2CCOCC2)cc1NC(=O)CN1CCC(Cc2ccccc2)CC1
-24	30	Cc1cccc(N2CCN(C(=O)c3cc4ccccc4oc3=O)CC2)c1C
-5	17	COc1ccccc1NS(=O)(=O)c1cc(NC(=O)c2sc3cc(Cl)ccc3c2Cl)ccc1C

# Continued.
OX1R antag-1	OX1R antag-2	smiles
-4	-2	O=C(COC(=O)CCC(=O)c1ccccc1)NNC(=O)c1ccc(Cl)cc1
-19	28	O=C1OCC/C1=C\c1ccc2c(c1)OCO2
4	39	COc1cccc2c1cc1c(=O)n(CC(=O)N3CCCCCC3)nc(C)n12
-6	40	CCS(=O)(=O)c1ccc2c(c1)N(S(=O)(=O)c1ccc(Cl)cc1)CC(C(=O)O)O2 (configuration not stated)
-17	12	Cc1ccc(S(=O)(=O)c2cc3ccccc3oc2=O)cc1
-10	22	CN(C)CCOC(=O)/C(=C/c1cn(C)c2ccccc12)NC(=O)c1ccccc1
-24	3	C=CCNC(=O)c1cc(-c2ccc3c(c2)OCO3)on1
0	12	CCOc1ccc(-n2ccnc2)nn1
-6	19	O=C(NNC(=O)C1CCCCC1)c1ccncc1
4	18	O=C(O)CNS(=O)(=O)c1c(Cl)cccc1Cl
-12	-4	Nc1ccc(S(=O)(=O)NCc2ccccn2)cc1
-12	5	Fc1ccc(-c2cnc3n2CCCCC3)cc1
-1	3	O=C(c1cccs1)N1CCN(c2ncccn2)CC1
-16	15	CCCCC(CC)C(=O)Nc1ccc(Nc2ccccc2)cc1 (configuration not stated)
-22	-1	Cc1cc2c(NC(=O)Nc3ccc(C(C)(C)C)cc3)cccc2nn1
-20	16	Cn1c(-c2ccc(F)cc2)cnc1SCC(=O)NNC(=O)Cc1ccccc1
-2	7	CC(=O)Nc1cccc(C(=O)N/N=C/c2ccccc2F)c1
-25	-7	Cc1cc(C)n(-c2nc3ccccc3c(=O)n2OCC(C)C)n1
-15	5	COc1cc(/C=N/N=C(\N)c2nonc2N)cc(OC)c1OC
-15	13	Cc1ccc(/C=N/NC(=O)CCSc2ccccc2)cc1
-12	10	CCCc1c(C(=O)N/N=C(\C)CCc2ccc(OC)cc2)nnn1-c1nonc1N
-14	15	O=C(Nc1cc(S(=O)(=O)N2CCOCC2)ccc1N1CCCC1)c1cc(=O)[nH]c2ccccc12
-3	20	Cc1csc(SCC(=O)Nc2oc(C)c3c(C)n[nH]c(=O)c23)n1
-21	15	C(=N\N(c1ccccc1)c1ccccc1)/c1ccc(N2CCOCC2)s1
-7	32	CSc1ccc(/C=C/c2cc(=O)c3ccccc3[nH]2)cc1
-4	1	Cc1nn(-c2ccccc2)c(C)c1C(=O)N1CCN(S(=O)(=O)c2ccccc2)CC1
-15	-3	Cc1cc(N/N=C/c2cccc([N+](=O)[O-])c2)nc(-n2nc(C)cc2C)n1
-13	1	C=CCN(Cc1cccc(OC)c1OC)C(=O)Oc1ccccc1
-13	27	Cc1ccc(NC(=O)CSc2nc3ccccc3c(=O)n2CC2CCCO2)cc1 (configuration not stated)
-7	56*	O=c1ccc2c(-c3ccccc3S(=O)(=O)O)c3ccc(O)c(O)c3oc-2c1O
-8	-4	O=C(CN(CCc1ccccc1)S(=O)(=O)c1ccc(Br)cc1)N/N=C/c1ccc2c(c1)OCO2
-26	20	CC1=C(C(=O)N2CCOCC2)C(c2c(C)cc(C)cc2C)NC(=S)N1 (configuration not stated)
-8	23	Cc1cccn2c(=O)c(C=O)c(Sc3ncccn3)nc12
-15	16	CN(C)c1ccc(P(=O)(OC2CCCCC2)C(O)c2ccccn2)cc1 (configuration not stated)
-13	18	CCOC(=O)C1(C(F)(F)F)N=C(c2cccnc2)OC(N2CCCCC2)=N1 (configuration not stated)
-32	4	COc1cccc(C=Nc2ccc(N3CCOCC3)cc2)c1O
-15	7	C/C(Nc1cccc(F)c1)=C(/C#N)C(N)=O
-30	12	COc1ccc(CCSc2nnc(C3CCCCC3)n2N)cc1
-19	8	C=CCNC(=O)C(=O)NCCOc1ccccc1Cl
6	19	COc1ccc(S(=O)(=O)NCCCCOc2ccc(Cl)cc2)cc1
-6	3	Cc1cc(N2CCN(C)CC2)nc2ccc(NC(=O)CCC(=O)NCCCOC(C)C)cc12
-7	-3	CC(=O)NCCC(=O)Nc1cc(S(=O)(=O)N2CCOCC2)ccc1Oc1ccc(F)cc1

# Gathered by group: the compounds so far containing an aryl methoxy group.
OX1R antag-1	OX1R antag-2	smiles
-3	-4	COc1ccccc1CN(C)C(=O)CN1C(=O)c2ccccc2C1=O
-22	20	CCCCOc1ncnc2c1[nH]c1ccc(OC)cc12
-5	18	COc1ccc([N+](=O)[O-])cc1NC(=O)c1cncc(Br)c1
-21	7	COc1ccc(N2CC(C(=O)NCc3ccccc3)CC2=O)cc1 (configuration not stated)
-9	16	COc1ccc(/C=C/C(=O)NC(=S)Nc2ccc(S(=O)(=O)Nc3nccnc3OC)cc2)cc1
-9	24	COc1ccccc1C(=O)Nc1ccc(S(=O)(=O)N2CCCCC2c2cccnc2)cc1 (configuration not stated)
-22	18	COc1ccc2c(C)cc(SCC(=O)Nc3ccc(Cl)cn3)nc2c1
-31	11	COc1ccc(/C=N/N2CCN(c3ccccc3OC)CC2)cc1Br
-30	17	COc1ccc(CN2CCN(C(=O)c3cc(-c4cccnc4)nc4ccc(Cl)cc34)CC2)c(OC)c1OC
-14	27	COc1ccc(OC)c(NC(=O)COC(=O)c2nc(Cl)ccc2Cl)c1
-12	10	COc1cc(NS(=O)(=O)c2cn(C)cn2)cc(OC)c1OC
-24	29	COc1ccc(S(=O)(=O)N2CCOCC2)cc1NC(=O)CN1CCC(Cc2ccccc2)CC1
-5	17	COc1ccccc1NS(=O)(=O)c1cc(NC(=O)c2sc3cc(Cl)ccc3c2Cl)ccc1C
4	39	COc1cccc2c1cc1c(=O)n(CC(=O)N3CCCCCC3)nc(C)n12
-15	5	COc1cc(/C=N/N=C(\N)c2nonc2N)cc(OC)c1OC
-12	10	CCCc1c(C(=O)N/N=C(\C)CCc2ccc(OC)cc2)nnn1-c1nonc1N
-13	1	C=CCN(Cc1cccc(OC)c1OC)C(=O)Oc1ccccc1
-32	4	COc1cccc(C=Nc2ccc(N3CCOCC3)cc2)c1O
-30	12	COc1ccc(CCSc2nnc(C3CCCCC3)n2N)cc1
6	19	COc1ccc(S(=O)(=O)NCCCCOc2ccc(Cl)cc2)cc1

# This is a random part of the collection; overall some 2% were active at least once.
